High-throughput results (PubChem BioAssay)
hIAP act: human IAP activation | activation factor at 10 µM | hit rate 0.16% among 330,000 | P09923 | purified human IAP, CDP-Star luminescence, 30 min; hits give high values; 1 = vehicle-only enzyme, 0 = enzyme-free background;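 active = activation factor of the enzyme at least 2-fold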; also: the source names both 10 and 20 µM as test concentration; values of inactives mirror those of a sister screen read the other way
HKDC1 inh: inhibitors of human hexokinase HKDC1; inhibition, % at 20 µM; recombinant HKDC1, G6PDH/diaphorase resazurin coupled fluorescence; AID 493160; hit rate 0.16% among 340,000; Q2TB90;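 active = inhibition above about 35% when tested at 20 µM, limit read from the data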;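 also: plate controls were DMSO wells with enzyme for no effect and DMSO wells lacking enzyme for full effect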
Target sequence (Q2TB90 whole entry, looked up): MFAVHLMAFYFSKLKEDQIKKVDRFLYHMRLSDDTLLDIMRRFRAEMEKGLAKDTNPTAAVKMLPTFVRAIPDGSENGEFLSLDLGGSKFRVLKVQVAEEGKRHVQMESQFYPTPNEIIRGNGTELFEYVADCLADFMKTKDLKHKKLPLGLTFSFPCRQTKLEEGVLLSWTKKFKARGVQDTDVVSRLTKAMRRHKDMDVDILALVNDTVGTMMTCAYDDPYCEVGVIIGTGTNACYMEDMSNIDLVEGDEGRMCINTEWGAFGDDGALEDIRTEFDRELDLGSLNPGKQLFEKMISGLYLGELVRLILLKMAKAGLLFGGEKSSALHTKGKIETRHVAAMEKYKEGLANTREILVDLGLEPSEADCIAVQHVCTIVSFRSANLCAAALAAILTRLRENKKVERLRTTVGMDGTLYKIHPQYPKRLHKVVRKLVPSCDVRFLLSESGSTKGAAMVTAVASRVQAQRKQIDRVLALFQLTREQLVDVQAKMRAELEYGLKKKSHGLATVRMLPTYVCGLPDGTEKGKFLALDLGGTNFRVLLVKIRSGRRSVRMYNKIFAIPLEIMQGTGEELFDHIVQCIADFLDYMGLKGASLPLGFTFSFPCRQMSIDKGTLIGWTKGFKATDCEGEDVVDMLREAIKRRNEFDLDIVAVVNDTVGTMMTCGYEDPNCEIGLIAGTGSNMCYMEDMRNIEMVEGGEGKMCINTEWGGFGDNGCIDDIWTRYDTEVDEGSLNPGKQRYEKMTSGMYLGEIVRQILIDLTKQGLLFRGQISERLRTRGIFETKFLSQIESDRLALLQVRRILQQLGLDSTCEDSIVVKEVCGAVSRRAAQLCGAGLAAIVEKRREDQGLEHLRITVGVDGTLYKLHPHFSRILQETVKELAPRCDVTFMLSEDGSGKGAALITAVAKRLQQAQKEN
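Material – in-house recombinant HK5 (HKDC1) enzyme · Quantity – HKDC1 at 5 µg/mL · Buffer or medium – pH 8.0 Tris buffer with 10 mM MgCl2 · Reagent – glucose with 1 mM ATP · Dosing – single 20 µM dose · Times – reaction time 90 min, room temperature, protected from light · Technique – resorufin fluorescence at 613 nm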
mIAP activ: mouse IAP activation | muIAP, CDP-Star luminescence, 30 min; hits give high values; 1 = vehicle-only enzyme signal, 0 = enzyme-free wells | activation factor at 10 µM | hit rate 0.24% among 330,000 | AID 2805;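 active = activation factor of at least 2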; also: the source names both 10 and 20 µM as test concentration; values of inactives mirror those of a sister screen read the other way
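Assay system: mouse IAP enzyme / Compound: DMSO-dissolved test compounds / Timing: 30 min, room temperature / Measured by: luminescence from enzymatic CDP-Star hydrolysis / Control set: DMSO-only wells, enzyme-free buffer wells as negative control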
PfG6PD inh: PfG6PD (Plasmodium falciparum) enzyme inhibition | PfGluPho enzyme, NADPH resazurin-diaphorase fluorescence | inhibition, % at 20 µM | hit rate 0.78% among 350,000 | AID 504690;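 active = inhibition reaching at least a set limit at 20 µM in the primary screen, cut at about 59% in these data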;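 also: 0% = DMSO wells with substrate and 100% = DMSO wells lacking glucose-6-phosphate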
ATG4B inh: blocks human ATG4B protease cleavage of LC3 substrate. inhibition, % at 8.33 µM. hit rate 0.51% among 340,000. ATG4B cleavage of LC3-PLA2, NBD-HPC fluorescence, 1 h. AID 504462; in the data active = inhibition above about 40%
mIAP block: blocks mouse intestinal alkaline phosphatase. AID 2806. purified mouse IAP, CDP-Star luminescence, 30 min. hit rate 0.2% among 330,000. inhibition, % at 10 µM;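 active = inhibition of at least 40% at 10 µM in the primary screen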;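 also: plate controls were DMSO with enzyme for no effect and no enzyme wells for full effect; values of inactives mirror those of a sister screen read the other way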
hIAP block: human IAP inhibition; inhibition, % at 10 µM; AID 2544; hit rate 0.12% among 330,000; purified IAP, CDP-Star luminescence, 30 min; P09923;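 active = inhibition reaching a set limit with compound at 10 µM in the primary screen, cut at about 35% in these data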;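 also: plate controls were DMSO wells with enzyme for no effect and no-enzyme buffer wells for full effect; values of inactives mirror those of a sister screen read the other way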
A3A deaminase: inhibitors of human APOBEC3A DNA deaminase; P31941; recombinant A3A, FAM/TAMRA ssDNA deamination fluorescence; inhibition, % at 20 µM; AID 493011; hit rate 0.41% among 330,000;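 active = at least 40% inhibition at 20 µM here, with at most 30% in a related deaminase screen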;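 also: plate controls were A3A with DMSO for no effect and wells lacking A3A enzyme for full effect; some results filed as inactive read as strong as hits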
Target sequence (P31941 whole entry, looked up): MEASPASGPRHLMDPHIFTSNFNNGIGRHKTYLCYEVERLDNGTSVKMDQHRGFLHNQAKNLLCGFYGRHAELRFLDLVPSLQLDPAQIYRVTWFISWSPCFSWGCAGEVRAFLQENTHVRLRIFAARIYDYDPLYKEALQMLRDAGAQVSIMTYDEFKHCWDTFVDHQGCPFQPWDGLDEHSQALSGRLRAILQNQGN
An asterisk follows results filed as active; & = joins results of further samples.

How did CCC1=C(OC(=O)N(CC)CC)N2C(=O)OC(=NCC(=O)OC)[C@]2(Cc2ccccc2)[C@H]2C1=CC[C@H]1C(=O)N(C)C(=O)[C@H]12 do in these assays?
hIAP act: 1; HKDC1 inh: -5; mIAP activ: 1; PfG6PD inh: -9; ATG4B inh: 10; mIAP block: -3; hIAP block: -2; A3A deaminase: 2

How did CCOC(=O)C1CCCN(C(=O)CSc2ccccc2)C1 (stereo not given) do in these assays?
hIAP act: 1; HKDC1 inh: 16; mIAP activ: 0.93; PfG6PD inh: -9; ATG4B inh: 2; mIAP block: 7; hIAP block: -5; A3A deaminase: -5

Results for O=C(/C=C/Nc1cccc([N+](=O)[O-])c1)c1ccco1 ?
hIAP act: 0.76; HKDC1 inh: -5; mIAP activ: 0.91; PfG6PD inh: 41; ATG4B inh: 0; mIAP block: 9; hIAP block: 24; A3A deaminase: -1

How did C=CCN(CC(=O)O)S(=O)(=O)c1ccccc1C(F)(F)F do in these assays?
hIAP act: 0.99; HKDC1 inh: -5; mIAP activ: 0.95; PfG6PD inh: -8; ATG4B inh: 1; mIAP block: 5; hIAP block: 1; A3A deaminase: 1

What do the screens show for `COc1cc(Br)cc(C(c2c(C)n(C)n(-c3ccccc3)c2=O)c2c(C)n(C)n(-c3ccccc3)c2=O)c1O`?
hIAP act: 0.94; HKDC1 inh: 0; mIAP activ: 0.93; PfG6PD inh: -4; ATG4B inh: -4; mIAP block: 8; hIAP block: 6; A3A deaminase: -5

What do the screens show for `CSc1cccc(NC(=O)C(C)NS(=O)(=O)c2ccc(F)cc2)c1` (stereo not given)?
hIAP act: 0.89; HKDC1 inh: -8; mIAP activ: 0.99; PfG6PD inh: 6; ATG4B inh: -17; mIAP block: 0; hIAP block: 11; A3A deaminase: 2

How did Cc1occc1C(=O)NNC(=O)Nc1ccc(F)cc1F do in these assays?
hIAP act: 1.2; HKDC1 inh: -6; mIAP activ: 0.94; PfG6PD inh: -16; ATG4B inh: -5; mIAP block: 6; hIAP block: -17; A3A deaminase: -2

What do the screens show for `Cc1ccc(-c2nc(CS(=O)CC(=O)NCc3ccc(F)cc3)c(C)o2)cc1` (stereo not given)?
hIAP act: 1; HKDC1 inh: 0; mIAP activ: 1; PfG6PD inh: -15; ATG4B inh: 10; mIAP block: -4; hIAP block: -5; A3A deaminase: -3

Results for O=C(O)Cc1sc(N/N=C\c2ccncc2)nc1-c1ccccc1 ?
hIAP act: 0.82; HKDC1 inh: 3; mIAP activ: 0.81; PfG6PD inh: 33; ATG4B inh: 0; mIAP block: 19; hIAP block: 18; A3A deaminase: -3

How did COc1ccc(C(=O)OCC(=O)NC(=O)CCSc2ccccc2)cc1 do in these assays?
hIAP act: 0.89; HKDC1 inh: -1; mIAP activ: 0.91; PfG6PD inh: -15; ATG4B inh: -9; mIAP block: 9; hIAP block: 11; A3A deaminase: 0

Results for O=C(CCC1CCCCC1)NNC(=O)c1cnccn1 ?
hIAP act: 1.5; HKDC1 inh: -11; mIAP activ: 0.82; PfG6PD inh: 2; ATG4B inh: 3; mIAP block: 18; hIAP block: -48; A3A deaminase: -2

How did CC(C)C(=O)n1nc(-c2cccnc2)nc1NCc1cccs1 do in these assays?
hIAP act: 0.8; HKDC1 inh: 1; mIAP activ: 0.93; PfG6PD inh: 3; ATG4B inh: 0; mIAP block: 7; hIAP block: 20; A3A deaminase: 2

How did CCOC(=O)c1ccc(NC(=O)Cn2nnc(-c3ccccc3)n2)cc1 do in these assays?
hIAP act: 0.99; HKDC1 inh: -3; mIAP activ: 0.99; PfG6PD inh: -1; ATG4B inh: -14; mIAP block: 1; hIAP block: 1; A3A deaminase: -2

Results for Cc1ccc(C#N)c(SCc2cc3c(cc2Cl)OCO3)n1 ?
hIAP act: 0.87; HKDC1 inh: 8; mIAP activ: 0.85; PfG6PD inh: -11; ATG4B inh: 13; mIAP block: 15; hIAP block: 13; A3A deaminase: 3

What do the screens show for `CCOC(=O)c1ccc(NC(=O)N2CCN(Cc3cccc(F)c3)CC2)cc1`?
hIAP act: 1.1; HKDC1 inh: 7; mIAP activ: 0.94; PfG6PD inh: -4; ATG4B inh: 7; mIAP block: 6; hIAP block: -9; A3A deaminase: 3

What do the screens show for `CCc1nnc(NC(=O)CC(CN(C)S(=O)(=O)c2ccccc2)c2ccccc2)s1` (stereo not given)?
hIAP act: 1.1; HKDC1 inh: -4; mIAP activ: 0.99; PfG6PD inh: 28; ATG4B inh: -15; mIAP block: 1; hIAP block: -8; A3A deaminase: 1

What do the screens show for `Cc1cc(O)cc(=O)n1CCc1ccccc1`?
hIAP act: 0.9; HKDC1 inh: -2; mIAP activ: 0.95; PfG6PD inh: -6; ATG4B inh: 5; mIAP block: 5; hIAP block: 10; A3A deaminase: 3

What do the screens show for `CCC1CN(C(=O)Nc2cccc(C)c2)c2cc(C)ccc2O1` (stereo not given)?
hIAP act: 0.98; HKDC1 inh: 0; mIAP activ: 0.97; PfG6PD inh: 2; ATG4B inh: 1; mIAP block: 3; hIAP block: 2; A3A deaminase: 2

How did COCCN(Cc1ccccc1)C(=O)c1cc(S(=O)(=O)N2CCCCCC2)ccc1OC do in these assays?
hIAP act: 1.1; HKDC1 inh: -4; mIAP activ: 0.98; PfG6PD inh: -1; ATG4B inh: -3; mIAP block: 2; hIAP block: -8; A3A deaminase: 1

What do the screens show for `COc1ccc(C(C(=O)NC(C)(C)C)N(C(=O)CCC(=O)Nc2cc(C)on2)c2ccc3c(c2)OCCO3)cc1` (stereo not given)?
hIAP act: 1.1; HKDC1 inh: -5; mIAP activ: 1; PfG6PD inh: 9; ATG4B inh: -5; mIAP block: -1; hIAP block: -13; A3A deaminase: 2

How did CCOC(=O)C1CCN(CCC(=O)Nc2cc(C)ccc2C)CC1 do in these assays?
hIAP act: 1; HKDC1 inh: -6; mIAP activ: 0.97; PfG6PD inh: -8; ATG4B inh: -1; mIAP block: 3; hIAP block: -2; A3A deaminase: -1

What do the screens show for `CCCOP(=O)(OCCC)C(NC(=O)C(C)(C)C)c1ccccc1` (stereo not given)?
hIAP act: 1; HKDC1 inh: 12; mIAP activ: 0.95; PfG6PD inh: 10; ATG4B inh: -6; mIAP block: 5; hIAP block: -4; A3A deaminase: -2

How did CCCCC(=O)NC(c1ccc(N(CC)CC)cc1)c1ccc2cccnc2c1O (stereo not given) do in these assays?
hIAP act: 1.2; HKDC1 inh: -46; mIAP activ: 1.1; PfG6PD inh: -12; ATG4B inh: 9; mIAP block: -5; hIAP block: -22; A3A deaminase: 1

How did O=C1CCCc2oc3ccc(O)cc3c21 do in these assays?
hIAP act: 1.2; HKDC1 inh: -2; mIAP activ: 0.96; PfG6PD inh: 7; ATG4B inh: -9; mIAP block: 4; hIAP block: -24; A3A deaminase: -5

Results for Cc1c(C(=O)N2CCC2)oc2c(F)cccc12 ?
hIAP act: 1.1; HKDC1 inh: -4; mIAP activ: 1; PfG6PD inh: -2; ATG4B inh: 6; mIAP block: -3; hIAP block: -7; A3A deaminase: 1

How did CCCCCCCNC(=O)C1(CC2CC(c3ccc(Cl)cc3)=NO2)CCN(C(=O)CCCCCBr)CC1 (stereo not given) do in these assays?
hIAP act: 0.84; HKDC1 inh: 4; mIAP activ: 1.3; PfG6PD inh: 8; ATG4B inh: -4; mIAP block: -30; hIAP block: 16; A3A deaminase: -5

What do the screens show for `O=C1CC(c2ccc(F)cc2)c2cc3c(cc2N1)CCC3` (stereo not given)?
hIAP act: 0.95; HKDC1 inh: 16; mIAP activ: 1.1; PfG6PD inh: -6; ATG4B inh: -5; mIAP block: -11; hIAP block: 5; A3A deaminase: 2

What do the screens show for `CCC(=O)Nc1ccc2oc(-c3cccc(C)c3)nc2c1`?
hIAP act: 1; HKDC1 inh: -1; mIAP activ: 0.99; PfG6PD inh: 7; ATG4B inh: 4; mIAP block: 1; hIAP block: -1; A3A deaminase: -1

Results for Cn1c(CSCc2ccccc2)nnc1SCC(=O)Nc1ccc(C(=O)O)cc1 ?
hIAP act: 1; HKDC1 inh: -3; mIAP activ: 1.3; PfG6PD inh: -10; ATG4B inh: -3; mIAP block: -26; hIAP block: 0; A3A deaminase: -2

What do the screens show for `CC(C)N(Cc1nc(-c2ccc3c(c2)OCO3)no1)Cc1nccn1C`?
hIAP act: 0.82; HKDC1 inh: -6; mIAP activ: 1; PfG6PD inh: -5; ATG4B inh: 9; mIAP block: -4; hIAP block: 18; A3A deaminase: -3

Results for Cc1ccc(OCc2nnc(N)s2)cc1 ?
hIAP act: 1; HKDC1 inh: 7; mIAP activ: 0.99; PfG6PD inh: -18; ATG4B inh: 4; mIAP block: 1; hIAP block: -3; A3A deaminase: -1

How did CC(C)NC(=O)Cn1nnc(-c2ccc(Cl)cc2)n1 do in these assays?
hIAP act: 1.1; HKDC1 inh: -6; mIAP activ: 1.1; PfG6PD inh: -11; ATG4B inh: -2; mIAP block: -7; hIAP block: -9; A3A deaminase: -1

Results for c1ccc(-c2ncc3c(ccc4ccccc43)n2)cc1 ?
hIAP act: 0.81; HKDC1 inh: -10; mIAP activ: 1.1; PfG6PD inh: 15; ATG4B inh: 3; mIAP block: -8; hIAP block: 19; A3A deaminase: -1

What do the screens show for `COc1ccc(/C=C(\C#N)C(=O)Nc2cc(S(=O)(=O)N3CCOCC3)ccc2N2CCCC2)cc1`?
hIAP act: 0.86; HKDC1 inh: -10; mIAP activ: 0.92; PfG6PD inh: 64*; ATG4B inh: -1; mIAP block: 8; hIAP block: 14; A3A deaminase: 4

What do the screens show for `Cc1noc(N)c1C(=O)Nc1ccc(F)cc1`?
hIAP act: 0.98; HKDC1 inh: -1; mIAP activ: 1; PfG6PD inh: -10; ATG4B inh: -13; mIAP block: -2; hIAP block: 2; A3A deaminase: -7

Results for COC(=O)COc1ccc(S(=O)(=O)Nc2ccc(C(N)=O)cc2)cc1 ?
hIAP act: 0.91; HKDC1 inh: -13; mIAP activ: 1; PfG6PD inh: -17; ATG4B inh: 16; mIAP block: -2; hIAP block: 9; A3A deaminase: 6

How did COc1ccc(-c2c(C)nn3c(NC4CCCC4)cc(C)nc23)cc1OC do in these assays?
hIAP act: 1.1; HKDC1 inh: 1; mIAP activ: 1; PfG6PD inh: 23; ATG4B inh: 8; mIAP block: -3; hIAP block: -12; A3A deaminase: -6

Results for COC(=O)[C@H]1C[C@H]1[C@@H](NC(=O)c1cccnc1)c1ccccc1 ?
hIAP act: 0.93; HKDC1 inh: -4; mIAP activ: 0.97; PfG6PD inh: -7; ATG4B inh: -3; mIAP block: 3; hIAP block: 7; A3A deaminase: -5

Results for Cc1ccc(-n2c(SCC(N)=O)nnc2-c2ccco2)cc1 ?
hIAP act: 1.1; HKDC1 inh: -5; mIAP activ: 1; PfG6PD inh: 10; ATG4B inh: -5; mIAP block: -1; hIAP block: -6; A3A deaminase: -1

How did CCOc1ccc2ccccc2c1C(=O)N[C@@H]1C(=O)N2[C@@H]1SC(C)(C)[C@@H]2C(=O)O do in these assays?
hIAP act: 0.94&1; HKDC1 inh: -8&1; mIAP activ: 0.95&0.97; PfG6PD inh: -9&-19; ATG4B inh: -1&5; mIAP block: 5&3; hIAP block: 6&0; A3A deaminase: 0&-4

Gathered by group: the compounds so far with bromine (2)
What do the screens show for `COc1cc(Br)cc(C(c2c(C)n(C)n(-c3ccccc3)c2=O)c2c(C)n(C)n(-c3ccccc3)c2=O)c1O`?
hIAP act: 0.94; HKDC1 inh: 0; mIAP activ: 0.93; PfG6PD inh: -4; ATG4B inh: -4; mIAP block: 8; hIAP block: 6; A3A deaminase: -5

How did CCCCCCCNC(=O)C1(CC2CC(c3ccc(Cl)cc3)=NO2)CCN(C(=O)CCCCCBr)CC1 (stereo not given) do in these assays?
hIAP act: 0.84; HKDC1 inh: 4; mIAP activ: 1.3; PfG6PD inh: 8; ATG4B inh: -4; mIAP block: -30; hIAP block: 16; A3A deaminase: -5
